HTR2A ag: mouse HTR2A agonism via beta-arrestin recruitment. 360,000 compounds, 0.66% hits. P35363. CHO-K1 mHTR2A beta-arrestin complementation, luminescence; percent of 30 µM serotonin response. activation, % at 7.6 µM;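 active = activation above a run cutoff, the mean activation of all tested compounds plus 3 SD, cut at about 14% in these data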;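 note: 0% = plate median of compound wells and 100% = 30 µM serotonin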
MC4R barr agon: human MC4R agonism via beta-arrestin. U2OS MC4R beta-arrestin complementation, luminescence; percent of melanotan II response, DMSO zero. activation, % at 8.9 µM. 360,000 compounds, 0.98% hits. AID 540308;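 active = activation above a per-plate cutoff, the mean activation of sample wells on that plate plus 3 SD, cut at about 8% in these data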
ABHD5 PLIN5 PPI: blocks binding of human ABHD5 to perilipin-5. inhibition, % at 4 µM. Split G. princeps luciferase complementation, luminescence, 4 h. Q00G26+Q8WTS1. 360,000 compounds, 0.78% hits. AID 602281;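 active = inhibition above the mean inhibition across every tested compound plus 3 SD, cut at about 22% in these data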;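 note: 0% = DMSO only wells and the 100% control is not disclosed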
hiPSC survival: hiPSC single-cell survival enhancement. ATPlite luminescence; 100% = ROCK inhibitor wells, 0% = DMSO. 360,000 compounds, 0.044% hits. survival enhancement, % at 20 µM. AID 602274; in the data active = survival enhancement above about 18%;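 note: cells exposed to compounds for 16 hours before the ATP read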
MC4R antag cAMP: human MC4R antagonism in cAMP assay; MC4R-expressing cells, MTII-stimulated cAMP, LANCE TR-FRET; inhibition, % at 6.5 µM; 360,000 compounds, 0.48% hits; AID 540295;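 active = inhibition above its plate's cutoff, the mean of tested wells on that plate plus 3 SD, cut at about 29% in these data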;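 note: 0% = Melanotan II alone and 100% = Melanotan II plus saturating MCL0020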
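material = U2OS cells stably expressing human melanocortin 4 receptor (MC4R) | also added = Melanotan II challenge | dosing = single nominal compound dose of 6.5 µM | detection = TR-FRET with Eu-cAMP and labeled anti-cAMP, 671 nm | replication = singlicate | timing = compound 30 min, challenge 1 h, detection 1 h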
Cardio protect: myocardial damage modulation in H9c2 cells. H9c2 cardiomyocytes, H2O2 injury protection, ATPLite, 2 h. protection from H2O2 cell death, % at 20 µM. 360,000 compounds, 0.63% hits;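 active = compounds giving at least 50% protection of heart cells from peroxide-induced death in the single-dose screen, raw or plate-pattern-corrected value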;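 note: 0% = DMSO wells with peroxide and 100% = DMSO wells without peroxide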
Exocytosis inh: lytic granule exocytosis inhibition. TALL-104 LAMP-1 surface exposure, flow cytometry; cells stimulated with thapsigargin and PMA. inhibition, % at 10 µM. 360,000 compounds, 0.66% hits;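 active = inhibition above about 55%, limit read from the data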
ABCB6 inh MLPCN: inhibitors of human ABC transporter ABCB6; Q9NP58; K562-ABCB6 porphyrin accumulation, flow cytometry, 1 h; stronger effect = lower value; fluorescence ratio to DMSO, % at 10 µM; 360,000 compounds, 0.19% hits; AID 602162;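 active = fluorescence ratio to DMSO below 75%, the collection mean minus 3 SD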;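 note: signal is porphyrin accumulated inside mitochondria; 100% equals median channel fluorescence of DMSO control wells; lower ratio means ABCB6 inhibition with less porphyrin fluorescence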
Target sequence (Q9NP58 whole entry, looked up): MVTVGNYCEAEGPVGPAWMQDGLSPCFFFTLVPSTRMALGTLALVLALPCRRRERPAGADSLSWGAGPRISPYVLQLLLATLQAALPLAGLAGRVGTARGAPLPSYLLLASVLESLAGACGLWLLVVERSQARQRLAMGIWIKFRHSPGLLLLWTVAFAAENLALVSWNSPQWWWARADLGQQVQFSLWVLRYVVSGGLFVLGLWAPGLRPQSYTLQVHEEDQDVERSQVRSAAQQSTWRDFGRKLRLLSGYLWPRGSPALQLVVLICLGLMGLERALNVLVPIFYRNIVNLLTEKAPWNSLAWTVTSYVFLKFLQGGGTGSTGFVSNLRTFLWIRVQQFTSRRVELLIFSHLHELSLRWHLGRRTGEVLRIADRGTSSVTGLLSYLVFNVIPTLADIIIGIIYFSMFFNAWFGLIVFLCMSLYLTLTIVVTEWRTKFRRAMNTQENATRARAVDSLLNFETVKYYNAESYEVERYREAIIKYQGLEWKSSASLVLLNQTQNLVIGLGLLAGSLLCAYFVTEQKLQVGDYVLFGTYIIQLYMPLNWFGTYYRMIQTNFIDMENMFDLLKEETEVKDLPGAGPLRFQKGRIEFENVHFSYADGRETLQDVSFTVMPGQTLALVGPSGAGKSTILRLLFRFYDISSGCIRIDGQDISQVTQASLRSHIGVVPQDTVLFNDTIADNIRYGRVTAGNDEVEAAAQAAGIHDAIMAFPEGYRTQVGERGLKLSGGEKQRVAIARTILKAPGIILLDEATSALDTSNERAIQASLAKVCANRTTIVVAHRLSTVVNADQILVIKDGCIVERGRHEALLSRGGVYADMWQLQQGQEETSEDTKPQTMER
N-glyco inh: blocks N-linked glycosylation in D54 reporter cells; D54 ERlucT glycosylation luciferase reporter, 24 h; percent of 100 nM tunicamycin response; reporter increase, % at 12.5 µM; 360,000 compounds, 0.23% hits;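 active = mean luciferase reporter signal, scaled so untreated is 0 and the glycosylation-blocking control 100, at or above a set limit in every replicate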;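 note: luciferase carries N-glycosylation sites so blocking glycosylation raises the light; 0% = median of neutral control wells and 100% = median of 100 nM tunicamycin wells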
aDG glyco up: alpha-DG glycosylation activation. Pro5-aDG cells, alpha-DG glycosylation AlphaScreen (IIH6); 0% Pro5, 100% B10-LARGE cell signal. AID 624168. activation, % at 10 µM. 360,000 compounds, 0.22% hits;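 active = activation of at least 8% versus controls, or a plate z-score of at least 8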;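 note: Pro5 are CHO cells carrying HIG-tagged alpha-DG that lacks glycosylation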
* = called active by the depositor; . = no result given.

cpd | SMILES | HTR2A ag | MC4R barr agon | ABHD5 PLIN5 PPI | hiPSC survival | MC4R antag cAMP | Cardio protect | Exocytosis inh | ABCB6 inh MLPCN | N-glyco inh | aDG glyco up
1 | Cc1ccc2c(c1)nnn2C1CCN(S(=O)(=O)c2ccc(C(=O)NC3CCCC3)cc2)CC1 | -7 | -2.7 | 6 | 1.8 | 4 | -2 | -2 | 100 | -11 | 0.6
2 | CSc1nnc(N2C(=O)C(O)=C(C(=O)c3ccco3)C2c2cccc(Cl)c2)s1 (stereo not drawn) | -4 | -1.1 | -2 | -0.1 | 1 | 10 | 2 | 103 | 1 | -0.3
3 | Cc1nnc(N/N=C/c2cccs2)[nH]c1=O | 3 | 1.4 | -2 | 0.9 | 0 | 2 | 1 | 96 | 2 | -0.1
4 | COc1cc(OC)c(C(=O)OCC(=O)Nc2ccc(S(=O)(=O)N3CCOCC3)cc2)cc1OC | -1 | 1.2 | -10 | 3.7 | 6 | -7 | 0 | 103 | 1 | -0.2
5 | O=[N+]([O-])c1cccnc1Sc1ccc(F)cc1 | -4 | -0.6 | 6 | -0.1 | -7 | -6 | -5 | 96 | -1 | -0.2
6 | CN1CCN(C(=O)/C(=C/c2ccco2)NC(=O)c2ccccc2)CC1 | -4 | 0.3 | -3 | -0.6 | 9 | 2 | 1 | 94 | 1 | -0.1
7 | CSc1nc(-c2ccccc2)nn1S(=O)(=O)c1ccc(Cl)cc1 | -1 | -0.6 | 0 | -2.5 | 0 | -3 | 3 | 101 | 1 | -0.1
8 | O=c1[nH]c(N2CCCCC2)nc2ncn(Cc3ccccc3)c12 | -1 | -3.2 | 0 | -0.1 | -2 | 2 | -6 | 97 | 2 | -0.1
9 | CCN(c1ccc(OCC(=O)OCC(=O)c2c(N)n(C)c(=O)n(C)c2=O)cc1)S(=O)(=O)c1ccccc1 | -1 | -1.6 | 9 | -0.6 | 42* | -3 | 53 | 99 | -1 | 0.1
10 | COCCn1c(C)cc(C(=O)COC(=O)C23CC4CC(CC(O)(C4)C2)C3)c1C | 3 | -0.1 | 4 | 2.1 | 13 | 0 | 20 | 2.0* | -15 | -0.2
11 | CC1(C)Oc2ccc3ccc(=O)oc3c2[C@@H](O)[C@H]1O | 1 | 0.5 | -7 | -0.6 | 1 | 11 | 5 | 91 | 2 | 1.2
12 | CCOc1ccc2nc(SCC(=O)Nc3ccc4[nH]c(=O)[nH]c4c3)[nH]c2c1 | 8 | -2.0 | 2 | -0.6 | -2 | 7 | 2 | 100 | 2 | -0.2
13 | Cc1noc(/C=C/c2ccco2)c1S(=O)(=O)N1CCC(C(=O)N2c3ccccc3CC2C)CC1 (stereo not drawn) | -2 | -2.2 | 7 | -2.5 | 1 | 3 | 20 | 83 | -2 | -0.1
14 | Cc1cccc2cc(CN(Cc3cccs3)C(=S)NCC3CCCO3)c(=O)[nH]c12 (stereo not drawn) | 0 | -0.8 | 1 | 0.5 | 8 | 23 | -3 | 96 | -3 | -0.1
15 | O=S(=O)(c1ccc(-c2csc(Nc3ccc(F)cc3)n2)cc1)N1CCCC1 | -1 | 0.2 | 2 | -0.5 | 16 | -12 | -3 | 89 | -9 | -0.2
16 | COc1ccc(OC)c(CN2CCN(C(=O)c3ccco3)CC2)c1 | 16* | 2.9 | 4 | -0.4 | 2 | 9 | 6 | 101 | 2 | -0.1
17 | COc1ccc(-c2nn(-c3ccccc3)cc2CN2CCCO2)c(F)c1 | 2 | -0.8 | 5 | -0.1 | 25 | -5 | 4 | 100 | 0 | -0.1
18 | C[C@H](CO)N1C[C@H](C)[C@@H](CN(C)C(=O)Nc2ccc3c(c2)OCO3)Oc2ccc(NC(=O)CCC(F)(F)F)cc2C1=O | 4 | 0.3 | 1 | -1.3 | 4 | 1 | -10 | 91 | 1 | -0.1
19 | NC(=O)[C@@H]1CCOc2c(F)cc([N+](=O)[O-])cc2C(=O)N[C@@H](CO)C(=O)NCC(=O)N1 | -1 | -1.1 | -7 | 2.9 | 0 | 2 | -4 | 94 | 1 | 0.2
20 | C=CCn1c(Cc2nc3ccc(Cl)cc3[nH]2)n[nH]c1=S | 2 | -0.8 | 0 | -2.8 | 5 | -3 | 5 | 92 | 1 | -0.1
21 | C[C@H](CO)N1C[C@H](C)[C@H](CN(C)C(=O)c2ccncc2)OCc2cnnn2CCCC1=O | 4 | 0.4 | -1 | -2.6 | 0 | 2 | 0 | 100 | 3 | 0.0
22 | CCOC(=O)/C(C#N)=C/c1c(Oc2cc(C)cc(C)c2)nc2ccccn2c1=O | 1 | -1.1 | 6 | -1.6 | 8 | -3 | -3 | 105 | 7 | 0.5
23 | O=C(CN1CCCC1)Nc1ccc2c(c1)CCC2 | -3 | 1.1 | 1 | 0.8 | 7 | -1 | -1 | 104 | 1 | -0.1
24 | O=C(COc1ccc2cc(Br)ccc2c1)N1CCCC1 | -7 | -3.2 | 2 | 0.1 | -4 | -5 | 2 | 92 | -2 | 0.8
25 | COC(=O)c1ccc(CN2CCC(Oc3cccc(C(=O)N4CCCC4)c3)CC2)cc1 | -6 | 1.5 | 4 | -0.2 | -7 | -11 | 0 | 102 | -3 | 0.0
26 | COC(=O)c1c(-c2ccc(OC)c(OC)c2)csc1N | -2 | -0.2 | -15 | 0.4 | 10 | 1 | 0 | 100 | 0 | 0.1
27 | Cc1cc(C)c(NC(N)=S)c(C)c1 | 2 | -1.4 | 0 | -0.8 | 6 | 5 | 0 | 91 | 0 | 0.0
28 | CC(=O)Nc1ccc(S(=O)(=O)N(C)CC(=O)OCC(=O)c2ccc[nH]2)cc1 | 1 | 0.3 | -2 | 2.3 | 6 | 12 | 2 | 97 | 1 | 0.1
29 | O=C(c1ccc(S(=O)(=O)c2cccc(Cl)c2)c([N+](=O)[O-])c1)N1CCN(Cc2ccccc2)CC1 | 12 | 1.8 | 11 | -2.6 | 18 | -29 | 0 | 94 | -12 | 0.4
30 | CCN(CC)S(=O)(=O)c1ccc(N2CCOCC2)c(NC(=O)Cc2ccc(Cl)cc2)c1 | -1 | 0.8 | -2 | -1.0 | 17 | -1 | -2 | 103 | -2 | 0.7
31 | S=c1[nH]nc(COc2ccc3c(c2)OCO3)n1-c1ccccc1 | 1 | -1.0 | 1 | -1.9 | 3 | 0 | 1 | 106 | 2 | 0.6
32 | O=C(NCCCN1CCCC1=O)c1c(O)nc2ccccn2c1=O | 2 | -2.2 | 1 | -0.5 | 1 | 0 | 0 | 94 | 0 | -0.1
33 | C[C@@H]1CN([C@@H](C)CO)C(=O)CCCn2nncc2CO[C@@H]1CN(C)C(=O)c1ccc2ccn(C)c2c1 | -4 | -0.9 | -12 | 3.8 | 0 | -6 | 7 | 99 | 1 | -0.1
34 | O/C=c1\ccc2cccc3nc(C(F)(F)F)nc1c23 | 2 | 4.3 | -9 | -0.2 | 12 | -22 | -17 | 265 | 1 | -0.1
35 | Cc1ccc(/C=N/N=C/c2ccc(C)cc2)cc1 | 0 | -1.0 | 2 | -0.1 | 16 | -2 | -2 | 98 | 2 | -0.4
36 | Cn1c(Nc2ccc(F)cc2)nc2ccccc21 | 6 | -1.5 | -3 | -0.7 | 1 | -10 | -11 | 96 | -1 | 0.1
37 | CCCCNC(=O)C1(C)CCCCN1C(=O)c1sccc1C (stereo not drawn) | 7 | -0.2 | -1 | 2.3 | 1 | 6 | 2 | 97 | 1 | -0.1
38 | CNC(=O)CSc1nc2nc(C)cc(C)n2n1 | -1 | -0.6 | -2 | 3.5 | 15 | 2 | 1 | . | 2 | 0.0
39 | CCC(C)NC(=O)Cn1c(=O)n(CCCC(=O)NCc2ccccc2Cl)c(=O)c2ccccc21 (stereo not drawn) | 0 | -0.2 | -3 | -2.0 | 12 | 4 | -1 | 99 | 0 | 0.2
40 | CC(C)Cc1ccc(-c2cc3nc(NCCc4ccc(S(N)(=O)=O)cc4)ccn3n2)cc1 | -12 | 4.7 | 5 | -3.2 | 29* | -17 | 39 | 95 | -1 | 1.3
41 | CCOc1cccc(C(c2c(C)n(C)n(-c3ccccc3)c2=O)c2c(C)n(C)n(-c3ccccc3)c2=O)c1OC | 8 | 0.1 | 3 | 0.1 | 4 | 0 | 9 | 100 | 3 | -0.1
42 | NC(=O)C1(NC(=O)[C@@H]2CC3(CC(c4cccc(NC(=O)[C@@H]5CCC(=O)N5)c4)=NO3)CN2C(=O)Cc2ccc(Cl)cc2)CC1 (stereo partly drawn) | -1 | 0.8 | -1 | -1.7 | 5 | 0 | -2 | 92 | 3 | -0.3
43 | NC(=O)CSc1oc(-c2ccc(F)cc2)nc1S(=O)(=O)c1ccccc1 | 1 | -1.9 | 6 | -0.4 | 2 | 0 | -5 | 102 | 1 | 0.0
44 | CC(=O)Nc1cc(ON=C(C)C)cc([N+](=O)[O-])c1 | 1 | -0.6 | -6 | 2.7 | 0 | 2 | -3 | 99 | 1 | -0.2
45 | COc1ccc2nc(C)cc(Nc3ccc(N4CCOCC4)cc3)c2c1 | -5 | -1.4 | 3 | -1.8 | -2 | 2 | 4 | 82 | 49* | 2.1
46 | COc1ccccc1Cc1c(-c2ccco2)nc2c(C)cc(Br)cn12 | -6 | . | 58* | -1.9 | . | -2 | 40 | 103 | 6 | 0.0
47 | N#CC1=C2SCC(O)(c3ccccc3)N2C(=O)CC1c1ccccc1F (stereo not drawn) | -2 | -1.7 | -4 | -1.3 | -7 | -7 | 6 | 106 | . | 0.0
48 | Cc1ccccc1-c1noc(C(C)NC(=O)c2ccco2)n1 (stereo not drawn) | 4 | 0.4 | 1 | -0.4 | 2 | 8 | 10 | 94 | -1 | 0.1
49 | CCOC(=O)[C@]12CCC=C1N(Cc1ccc(Cl)cc1Cl)C(=O)[C@H](CC(=O)N1CCN(C(=O)c3ccco3)CC1)C2 | -1 | . | 14 | 0.5 | . | . | -3 | 101 | . | 0.1
50 | CCCc1nc(N)c(C#N)c(-c2cccnc2)c1CC | 10 | 0.2 | 2 | -0.6 | 3 | -4 | 0 | 94 | 1 | -0.2

(more compounds)
cpd | SMILES | HTR2A ag | MC4R barr agon | ABHD5 PLIN5 PPI | hiPSC survival | MC4R antag cAMP | Cardio protect | Exocytosis inh | ABCB6 inh MLPCN | N-glyco inh | aDG glyco up
51 | CCOC(=O)Cn1c(=O)c2c(nc3n2CCS3)n(C)c1=O | 1 | -2.6 | -4 | -3.3 | 5 | 10 | -2 | 95 | 1 | -0.1
52 | O=C(O)c1ccc(-c2ccccc2Cl)o1 | 0 | -1.0 | 2 | 3.9 | 8 | 4 | 0 | 84 | 2 | 0.0
53 | O=C(Cc1cccc(C(F)(F)F)c1)Nc1ccccc1 | -2 | -2.5 | -3 | -0.6 | 3 | -1 | -2 | 91 | -1 | -0.1
54 | O=C(O)c1c(-c2ccccc2)oc2ccc(O)cc12 | -9 | -1.9 | 1 | -0.8 | 7 | 8 | 8 | 93 | 2 | -0.1
55 | O=C(Nc1cccc(Oc2ccc(C(=O)O)c(C(=O)O)c2)c1)c1ccc(-c2ccccc2)cc1 | 6 | 6.2 | 13 | -0.8 | -4 | -11 | 0 | 90 | 1 | 0.0

High-throughput results as filed in PubChem BioAssay.

Rows were taken by chance, and some 4.5% of all compounds hit somewhere here.
